TbPYK inhibitor: qHTS of Trypanosoma Brucei Inhibitors | pyruvate kinase (Trypanosoma brucei), Q57TT1 | TbPYK enzyme, Kinase-Glo Plus ATP luminescence, 45 min | Potency, µM (top dose mostly 76.8 µM), for inactives: at the highest dose activity, negative = inhibition, most hits filed as inhibitors | 410,000 tested, 0.12% active; note: potency is the fitted concentration of half-maximal effect; nearly all actives have a fitted effect of over 50% in size
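Enzyme and substrate buffer are dispensed first and compound is pin-transferred. ADP at 130 uM final then starts the reaction, which runs 45 min at room temperature. Detection reagent is added for 10 min before luminescence is imaged.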
AmpC inh no detg: qHTS Inhibitors of AmpC Beta-Lactamase (assay without detergent); P00811; AmpC nitrocefin hydrolysis, absorbance 480 nm, 0.0001% Triton; Potency, µM (doses to about 57.1 µM), without a hit: at the highest dose activity change, negative = inhibition, most hits filed as inhibitors; 330,000 tested, 0.52% active; AID 485341, 2010;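 note: potency is the fitted concentration of half-maximal effect; plate controls were no compound for no effect and no enzyme for full effect; nearly all actives have a fitted effect of over 20% in size; some results filed as inactive show a strong effect at the top dose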
Target sequence (P00811 whole entry, looked up): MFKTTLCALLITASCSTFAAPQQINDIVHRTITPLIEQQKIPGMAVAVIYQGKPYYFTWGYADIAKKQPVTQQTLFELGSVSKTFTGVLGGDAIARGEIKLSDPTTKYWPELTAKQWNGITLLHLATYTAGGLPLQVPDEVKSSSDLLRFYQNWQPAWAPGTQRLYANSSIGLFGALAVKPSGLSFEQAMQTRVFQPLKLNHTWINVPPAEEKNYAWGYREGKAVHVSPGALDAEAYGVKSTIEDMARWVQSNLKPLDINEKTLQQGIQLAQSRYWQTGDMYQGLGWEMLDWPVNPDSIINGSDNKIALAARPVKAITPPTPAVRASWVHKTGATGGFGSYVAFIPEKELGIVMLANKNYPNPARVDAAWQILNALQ
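AmpC (5.3 nM in the dispensed reagent) in 20 mM phosphate pH 7.0 with 0.01% (detergent screen) or 0.0001% Triton X-100 was preincubated with compounds for 15 min at room temperature. Nitrocefin was then added from an 800 uM solution, and hydrolysis was followed at 480 nm.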
AMA1-RON2 inh: qHTS for Inhibitors of AMA1-RON; Towards Development of Antimalarial Drug Lead: Primary Screen; AlphaScreen AMA1-biotinylated RON2 peptide binding; Potency, µM (series often up to 58.2 µM), for the others: top-dose activity change, negative = inhibition, hits mostly inhibitors; 360,000 tested, 0.2% active;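 note: potency is the fitted concentration of half-maximal effect; 0% = vehicle wells and -100% = peptide control; nearly all actives have a fitted effect of over 45% in size; some results filed as inactive show a strong effect at the top dose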
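AMA1 (3D7) with his tag at 25 nM final met compounds first, then biotinylated RON2 peptide at 25 nM; detection used donor plus acceptor beads, 10 µg/mL apiece, read by AlphaScreen after 30 min at room temperature.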
AmpC detergent: qHTS Inhibitors of AmpC Beta-Lactamase (assay with detergent) | 370,000 tested, 0.041% active | Potency, µM (doses to about 114 µM), for the others: top-dose activity change, negative = inhibition, most hits filed as inhibitors | AmpC hydrolysis of nitrocefin, absorbance 480 nm, 0.01% Triton | P00811;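 note: potency is the fitted concentration of half-maximal effect; 0% = no-compound wells and -100% = no-enzyme wells; nearly all actives have a fitted effect of over 25% in size; some results filed as inactive show a strong effect at the top dose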
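20 mM phosphate pH 7.0 + 0.01% (detergent screen) or 0.0001% Triton X-100; 5.3 nM AmpC reagent; cpd preinc 15 min RT; nitrocefin (800 uM stock) to start; A480 q20 s × 4 min; Activity was normalised to no-enzyme and no-compound control wells.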
HCMV inh: qHTS Assay for inhibitors of the human cytomegalovirus (HCMV). HFF cells, HCMV-luciferase reporter, 72 h; active compounds read low. activity change, negative = inhibition, % at 57.5 µM. 410,000 tested, 4.5% active; in the data active = activity change below about -60%; inconclusive = no clear call, values can overlap the other calls; inactive = above about -39%
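Screen run at 2 compound doses on HFFs infected with reporter HCMV, MOI 1 PFU/cell. Luciferase activity from cell lysates at 72 h post infection gave inhibition relative to buffer-only and Salinomycin wells.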
Sm TGR block: qHTS Assay for the Inhibitors of Schistosoma Mansoni Peroxiredoxins; Potency, µM (series often up to 114 µM), without a hit: at the top dose activity change, negative = inhibition, usual class: inhibitors; 360,000 tested, 3% active; Schistosoma mansoni thioredoxin glutathione reductase (TGR), Q962Y6; AID 485364, 2010; purified TGR, DTNB reduction, TNB absorbance 405 nm; note: potency is the fitted concentration of half-maximal effect; nearly all actives have a fitted effect of over 60% in size
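TGR 20 nM + NADPH 100 uM (dispensed conc.), cpd preinc 15 min RT; start with NADPH (500 uM addition) then DTNB (15 mM addition). Kinetic TNB absorbance, 405 nm filter. Four-parameter Hill fit across titration.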
LmPK inh: qHTS Assay for Inhibitors of Leishmania Mexicana Pyruvate Kinase (LmPK). Q27686. purified LmPK, Kinase-Glo ATP luminescence, 1 h. Potency, µM (series often up to 57.5 µM), for the others: at the highest dose activity change, negative = inhibition, hits mostly inhibitors. 290,000 tested, 0.37% active. AID 1721, 2009; note: potency is the fitted concentration of half-maximal effect
Target sequence (Q27686 whole entry, looked up): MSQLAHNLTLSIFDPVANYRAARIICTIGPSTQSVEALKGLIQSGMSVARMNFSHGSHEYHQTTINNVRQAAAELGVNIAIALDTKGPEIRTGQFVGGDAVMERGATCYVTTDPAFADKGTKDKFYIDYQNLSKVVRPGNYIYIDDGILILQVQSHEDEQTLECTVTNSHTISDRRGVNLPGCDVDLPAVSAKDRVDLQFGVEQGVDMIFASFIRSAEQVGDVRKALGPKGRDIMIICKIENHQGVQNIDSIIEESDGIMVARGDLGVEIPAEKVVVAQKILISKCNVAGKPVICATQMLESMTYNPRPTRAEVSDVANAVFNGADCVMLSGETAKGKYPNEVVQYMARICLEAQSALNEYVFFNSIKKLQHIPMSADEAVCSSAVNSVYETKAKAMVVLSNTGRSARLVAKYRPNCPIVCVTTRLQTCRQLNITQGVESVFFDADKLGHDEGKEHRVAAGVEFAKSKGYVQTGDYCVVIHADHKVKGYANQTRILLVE
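Purified LmPK (0.1 nM) with 0.5 mM PEP and 0.1 mM ADP in imidazole buffer pH 7.2 with MgCl2/KCl, 1 h at room temperature. ATP formed was read by luciferase luminescence and normalized to no-enzyme and uninhibited controls.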
* marks the source's active call; other numbers are inactive results; ? = inconclusive; · = no result given; & = joins results of further samples; [ ] = remark or other dose. Unless noted, calls come from the whole dose curve; as a rule, active = well fitted curve in the direction sought with a large enough effect; inconclusive = small, poorly fitted or top-dose-only effect, or another doubt; inactive = no such curve, though single readings can be large; an effect the other way counts as inactive or inconclusive. Unless noted, % is set by controls: 0 for no effect and ±100 for the full control effect. Rows are unselected; overall some 7.4% were active at least once.

SMILES | TbPYK inhibitor | AmpC inh no detg | AMA1-RON2 inh | AmpC detergent | HCMV inh | Sm TGR block | LmPK inh
Cc1cccc(N2C(=O)/C(=C/c3cccnc3)SC2=S)c1 | 0.9% | 55.7% | 31.9%[activator] | 1.3% | 15.8 | -0.7% | 0.7%
COc1ccc(/C(O)=C/C(=O)C(=O)NNC(=O)c2ccccc2)cc1 | -5.9% | -37.8% | 45.4%[activator] | 0.9% | ? | 14.1µM* | 0.8%
N#Cc1ccccc1COc1ccc(/C=C/C(=O)O)cc1 | ? | -9.4% | -2.3% | 4.2% | -71.0* | · | -0.4%
COc1cccc(N2CC(NS(=O)(=O)c3ccc(Cl)cc3)CC2=O)c1 (centres undefined) | 0.0% | ? | 0.5% | ? | -10.8 | -6.5% | ·
Cc1ccc(-c2nc(-c3ccncc3)no2)cc1 | 4.2% | -7.9% | 2.0% | 0.6% | 64.2 | 9.2% | -10.7%
O=C1c2ccccc2NC(c2ccccc2O)N1c1ccc(F)cc1 (centres undefined) | 18.7% | -22.5% | -1.8% | -8.6% | 59.0 | -9.7% | -5.6%
CCc1ccc(/C=N/n2c(C3CCCCC3)n[nH]c2=S)cc1 | -27.8% | -3.8% | 43.1%[activator] | 11.6% | ? | -8.9% | -1.9%
COc1ccc(Cl)cc1NC(=O)c1oc2ccc(S(=O)(=O)N3CCCCC3)cc2c1C | 3.0% | · | · | 2.4% | -3.8 | 3.8% | ·
CC(=O)NC(CCS(C)(=O)=O)C(=O)Nc1ccccc1C (centres undefined) | 1.0% | -2.9% | -7.0% | 2.5% | 24.9 | -7.7% | 2.6%
O=C(CNS(=O)(=O)c1cccc2nsnc12)NCCc1ccccc1 | -2.0% | -3.5% | -9.1% | 2.0% | -27.0 | -2.2% | -0.9%
O=C1OCC/C1=C\c1ccc2c(c1)OCO2 | 0.9% | -14.8% | -2.3% | 3.0% | 18.8 | 19.8% | -1.4%
Cc1ccc(NC(=O)Cn2c(=O)n(CCCCC(=O)NCCc3ccccc3)c(=O)c3ccccc32)cc1 | 2.6% | · | · | 25.0% | 7.8 | 0.8% | ·
COc1ccc(NC(=O)CN(C)CC(=O)N2CC(=O)Nc3ccccc32)cc1 | 0.5% | -11.6% | 4.2% | · | 0.0 | · | ·
O=C(c1ccccc1)c1ccc(-n2cnnc2)c([N+](=O)[O-])c1 | 4.0% | -2.5% | 8.0% | -8.8% | -22.7 | 0.3% | -3.3%
O=C(O)c1cccc(-n2c(-c3cnccn3)n[nH]c2=S)c1 | -19.1% | -13.6% | -3.2% | -3.7% | -11.9 | 4.6% | 3.5%
O=C(COC(=O)c1ccccc1Nc1cccc(C(F)(F)F)c1)NCc1ccco1 | 0.5% | -31.1% | -29.7% | -12.5% | 7.4 | -3.5% | 5.3%
CCOC(=O)c1c(-c2ccccc2)oc2cc(Br)c(O)c(C=O)c12 | -2.8% | -34.6% | 11.1% | 1.3% | ? | 15.8µM* | -13.7%
COc1ccc(N2CCN(C(=O)CCn3nnc4ccccc43)CC2)cc1 | -3.6% | 3.8% | -29.3% | -13.2% | 24.3 | -26.7% | 3.2%
COc1ccccc1C(=O)Nc1ccon1 | 0.9% | -8.2% | -13.5% | -0.8% | -3.2 | -2.1% | -6.1%
O=C(CC(c1ccccc1)c1cc(Cl)ccc1O)N1CCOCC1 (centres undefined) | -1.5% | -14.0% | -0.6% | -12.8% | 8.0 | 1.1% | 0.7%
O=C(Nc1ncc2c(n1)-c1ccccc1CC2)c1cccs1 | -3.1% | -24.2% | -0.4% | ? | 36.4 | -17.3% | -3.5%
CCCN1C(=O)C(O)(CC(=O)c2cccc(OC)c2)c2ccccc21 (centres undefined) | -7.5% | -2.8% | -21.8% | 2.7% | 32.8 | -7.4% | -8.1%
O=C(c1ccc2c(c1)N(Cc1cccc(Cl)c1)C(=O)c1ccccc1S2)N1CCOCC1 | -8.9% | · | · | 5.6% | -25.3 | 3.4% | ·
CCOC(=O)c1[nH]c(C)c(C(=O)N2CCN(C(=O)OCC)CC2)c1CC | -0.4% | -1.3% | 0.0% | -6.8% | 54.6 | 0.7% | 1.0%
Cc1ccc(N2C(=O)N(CC(=O)NC(c3ccccc3)c3ccccc3)C(=O)C2C)cc1 (centres undefined) | -0.1% | -16.5% | -0.8% | -11.8% | 50.5 | -25.4% | 8.2%
CC(C)(Oc1ccc(Cl)cc1)C(=O)Nc1ccc2oc(-c3ccncc3)nc2c1 | 7.5% | -16.2% | -9.6% | ? | -38.7 | -21.5% | -2.1%
O=C(Cc1cccc2ccccc12)NNC(=O)Nc1ccc(Cl)cc1 | -1.3% | -41.0% | 100.1%[activator] | -6.2% | ? | -3.8% | 4.4%
Cc1onc(NC(=O)c2ccc(Cl)cc2Cl)c1Br | -2.2% | -25.9% | 2.5% | -4.4% | 16.5 | 1.3% | 15.0%
OCCc1ccc(NCCc2cccs2)cc1 | -4.5% | · | -0.8% | · | 78.9 | · | ·
COc1cccc(COC(=O)CCNC(=O)c2ccc(Cl)cc2)c1OC | 0.7% | -3.8% | -22.6% | -8.9% | -12.1 | 3.1% | ·
CCCN1CCC(=NNc2ccc(S(=O)(=O)N3CCOCC3)cc2[N+](=O)[O-])CC1 | 3.1% | -6.1% | -17.3% | -14.7% | -73.1* | -30.6% | -6.6%
CCOC(=O)CC(NC(=O)Cn1nnc(-c2ccccc2C)n1)c1ccc(OC)cc1 (centres undefined) | 1.5% | 24.8% | · | 2.0%&-3.7% | -11.7 | -4.2%&-2.6% | 0.8%
COc1cc(C(=O)Nc2ccc(C(=O)c3ccncc3)cc2)cc(OC)c1OC | -2.1% | · | -1.5% | · | 36.6 | · | ·
COc1ccc(N2CCN(C(=O)c3cn(C4CCCCC4)c(=O)c4c3c3ccccc3n4C)CC2)cc1 | 0.4% | · | · | 4.4% | -26.5 | 0.5% | ·
Cc1nc2ccc(Br)cn2c1C(=O)N/N=C\c1ccccc1Cl | -2.1% | 3.6% | -2.2% | ? | -19.1 | -29.0% | 11.2%
Cc1cc(NCc2ccccn2)n2ncc(-c3ccc(Cl)cc3)c2n1 | -2.2% | 14.8% | 99.9%[activator] | 13.4% | -38.3 | 11.6% | -3.8%
CC1(C)CC2CC(C)(CN2C(=O)CN2C(=O)c3ccccc3C2=O)C1 (centres undefined) | -0.2% | 1.7% | 18.0% | 4.3% | -25.2 | -0.9% | -6.6%
Cn1ccc2c(/C=C/c3ccc(F)cc3)cc3c(c21)C1CCC3O1 (centres undefined) | -7.7% | · | 64.0%[activator] | · | -15.9 | · | ·
CN(CC(=O)Nc1ccc(Cl)cc1)C(=O)c1ccc(S(=O)(=O)Nc2ccccc2)cc1 | 3.6% | 0.2% | -16.1% | -9.9% | ? | -4.4% | ·
Cc1nc2c(C(=O)NCc3ccc4c(c3)OCO4)cnn2c(C)c1Cc1ccc(F)cc1Cl | 1.3% | 1.3% | -1.0% | -9.3% | -3.2 | -3.3% | 6.5%
COc1ccc(N(CCC#N)C(=O)/C(C#N)=C/c2cccs2)cc1 | -4.0% | -14.6% | -10.6% | 3.0% | -16.1 | 30.5% | -5.6%
Cc1nc(SCC(=O)NCC2CCCO2)c2c(C)c(C)sc2n1 (centres undefined) | -6.8% | 8.6% | 11.6% | · | -17.5 | · | ·
Nn1c(SCC(=O)Nc2ccc3c(c2)OCO3)nnc1-c1ccccc1 | 2.9% | -2.0% | -7.5% | 5.0% | -3.9 | 1.6% | 6.9%
C[C@]12CS(=O)(=O)C[C@H]1SC(=S)N2c1ccccc1 | 1.9% | 0.8% | 21.1% | -8.5% | -38.9 | -0.6% | -0.1%
CCOc1ccc(NC(=O)CN(C)C(=O)c2cc(S(=O)(=O)N3CCCCCC3)ccc2OC)cc1OCC | -3.6% | 159.0%[activator] | 8.9% | -13.3% | -0.4 | -12.5% | ·
Nc1c(C(=O)NCCN2CCOCC2)c2nc3ccccc3nc2n1-c1cccc(F)c1 | -1.7% | 181.6%[activator] | 14.5% | -0.9% | ? | 10.9%[11.4 µM] | 12.3%
C#CCN(C[C@@H]1[C@@H](OC(=O)NC2CCCC2)[C@@H](OC(=O)NC2CCCC2)Cn2c(=O)ccc(=O)n21)S(=O)(=O)c1ccc(C)cc1 | -7.5% | · | 6.5% | · | -101.4* | · | ·
CC1(C)SC(C)(C)N(C=O)C1C(=O)O (centres undefined) | -2.3% | · | -1.8% | · | -18.4 | · | ·
Cc1ccc(C(=O)CSc2nnnn2-c2ccccc2)o1 | 0.1% | -32.8% | -2.2% | 2.2% | 51.3 | -27.1% | -2.6%
COc1ccc(OC)c(/C=C(\C)C(=O)c2c(C)cc(C)[nH]c2=O)c1 | 2.2% | · | -4.0% | · | 54.5 | · | ·
O=C(c1ccc2[nH]c(=O)c(=O)[nH]c2c1)N1CCc2ccccc2C1 | -1.7% | -6.0% | -10.3% | ? | -20.8 | -11.9% | -3.6%
COc1ccc(C2Nc3ccccc3C(=O)N2Cc2ccccc2)cc1OC (centres undefined) | 4.0% | · | -1.0% | · | 38.7 | · | ·
NC(=O)CC(NC(=O)c1ccccc1)c1ccc(N2CCN(c3ccccn3)CC2)c([N+](=O)[O-])c1 (centres undefined) | -4.9% | 109.7%[activator] | -9.9% | -14.9% | -18.0 | -3.4% | 0.4%

Random excerpt: 3 compounds from above
SMILES | TbPYK inhibitor | AmpC inh no detg | AMA1-RON2 inh | AmpC detergent | HCMV inh | Sm TGR block | LmPK inh
Cc1cc(NCc2ccccn2)n2ncc(-c3ccc(Cl)cc3)c2n1 | -2.2% | 14.8% | 99.9%[activator] | 13.4% | -38.3 | 11.6% | -3.8%
CCc1ccc(/C=N/n2c(C3CCCCC3)n[nH]c2=S)cc1 | -27.8% | -3.8% | 43.1%[activator] | 11.6% | ? | -8.9% | -1.9%
O=C(O)c1cccc(-n2c(-c3cnccn3)n[nH]c2=S)c1 | -19.1% | -13.6% | -3.2% | -3.7% | -11.9 | 4.6% | 3.5%
